Source: PubChem BioAssay
TWEAK Fn14 block = blocks TWEAK-Fn14 interaction in a reporter cell assay; TWEAK-stimulated Fn14 reporter cells, luciferase luminescence, 8 h; inhibition, % at 10 µM; 360,000 compounds, 2% hits; AID 1159606; in the data active = inhibition above about 50%
Granule exo inh = blocks lytic granule exocytosis. TALL-104 LAMP-1 surface exposure, flow cytometry; cells stimulated with thapsigargin and PMA. inhibition, % at 10 µM. 360,000 compounds, 0.66% hits. AID 651702;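 active = inhibition above about 55%, limit read from the data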
NR2F2 inh = inhibitors of human COUP-TFII (NR2F2); P24468; HEK293T NGFI-A luciferase reporter, luminescence; inhibition, % at 8.6 µM; 370,000 compounds, 0.7% hits; AID 686940;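 active = inhibition above a per-plate cutoff, mean inhibition of test wells between control levels plus 3 SD, cut at about 38% in these data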;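 also: cells cotransfected with COUP-TFII expression vector driving the NGFI-A reporter; 0% = median of COUP-TF2 test wells and 100% = reporter-only cells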
SRC3 inh = inhibits human SRC3 coactivator; Q9Y6Q9; HEK293 GAL4-SRC3 luciferase reporter, luminescence; inhibition, % at 3.6 µM; 360,000 compounds, 0.17% hits;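 active = inhibition above a per-campaign cutoff, the mean of all compounds plus 3 SD, cut at about 60% in these data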;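 also: 0% = DMSO-treated cells and 100% = gossypol-treated cells at 36 µM; higher means less SRC3-driven luciferase light from the GAL4 reporter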
LRH-1 inv ag = NR5A2 inverse agonism in reporter assay; O00482; HEK293T StAR-luciferase reporter, LRH-1 transfected, 24 h; inhibition, % at 3.6 µM; 360,000 compounds, 0.13% hits; AID 602396;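 active = inhibition above the mean inhibition of all tested compounds plus 3 SD, cut at about 73% in these data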;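 also: 0% = DMSO wells and 100% = reporter-only cells lacking LRH-1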
NOD2 RIPK2 PPI = inhibitors of human NOD2-RIPK2 interaction. AID 624267. CHO BLA complementation NOD2-RIPK2, CCF4 ratio. inhibition, % at 4.98 µM. O43353. 360,000 compounds, 0.38% hits; in the data active = inhibition above about 21%;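 also: 0% = vehicle only and 100% = reference blocker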
TROY signal inh = blocks TROY-dependent signaling in reporter cells; Q293 LMP1-TROYcd NF-kB luciferase reporter, 4 h; inhibition, % at 10 µM; 360,000 compounds, 0.98% hits; AID 1347056;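 active = compounds whose plate-normalised and pattern-corrected inhibition of the luciferase reporter signal at the single screening dose is 50% or more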
ABHD5 PLIN5 PPI = blocks binding of human ABHD5 to perilipin-5. Split G. princeps luciferase complementation, luminescence, 4 h. 360,000 compounds, 0.78% hits. inhibition, % at 4 µM;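 active = inhibition above the mean inhibition across every tested compound plus 3 SD, cut at about 22% in these data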;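 also: 0% = DMSO only wells and the 100% control is not disclosed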
NCOA1 inh = human NCOA1 inhibition | inhibition, % at 3.6 µM | HEK293 GAL4-SRC1 luciferase reporter, luminescence | 360,000 compounds, 0.12% hits | Q15788;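 active = inhibition above the campaign mean plus 3 SD, with each screening campaign given its own cutoff, cut at about 60% in these data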;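 also: 0% = DMSO treated cells and 100% = gossypol at 36 µM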
NCOA2 inhibitor = inhibits human steroid receptor coactivator 2; HEK293 GAL4-SRC2 luciferase reporter, luminescence; inhibition, % at 9 µM; 370,000 compounds, 0.17% hits; AID 651957;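 active = inhibition above the mean inhibition of all tested compounds plus 3 SD, set per campaign, cut at about 52% in these data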;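 also: 0% = DMSO treated cells and 100% = cells given Gossypol at 36 µM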
TLR9-MyD88 block = inhibitors of human TLR9-MyD88 binding; CHO BLA complementation TLR9-MyD88, CCF4 FRET ratio; inhibition, % at 4.98 µM; 340,000 compounds, 0.21% hits; AID 504734;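 active = inhibition above the mean over all tested compounds plus 3 SD, cut at about 21% in these data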;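 also: 0% = DMSO only wells and 100% = clavulanate BLA inhibitor control wells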
* = called active by the depositor; / = not tested or not shown.

SMILES	TWEAK Fn14 block	Granule exo inh	NR2F2 inh	SRC3 inh	LRH-1 inv ag	NOD2 RIPK2 PPI	TROY signal inh	ABHD5 PLIN5 PPI	NCOA1 inh	NCOA2 inhibitor	TLR9-MyD88 block
CCn1c2ccccc2nc2cc3c(cc21)c(Cl)c(=O)c1ccccc13	16.6	118.6*	-0.1	-58.1	31.9	10.3	19.0	-21.2	3.8	-44.0	-1.6
COc1ccccc1CNC(=O)C(=O)NCC1OCCN1S(=O)(=O)c1ccccc1 (stereo not given)	-4.1	0.1	-1.9	-3.1	1.0	-4.8	-12.6	-2.4	-40.3	26.1	11.5
COC(C(=O)Nc1ccc(NC(=O)C(OC)c2ccccc2)cc1)c1ccccc1 (stereo not given)	8.5	3.2	30.4	-13.3	-18.6	-2.1	0.1	-11.0	1.1	0.0	-12.1
O=C(COc1ccccc1)N(Cc1ccccc1)c1nc(-c2ccccc2)cs1	1.9	-1.3	5.2	-12.9	-0.9	-6.2	0.0	-3.5	0.3	-11.6	3.3
C=C1c2ccccc2S(=O)(=O)N(Cc2ccccc2)C1COCc1ccccc1 (stereo not given)	6.8	-4.0	-4.1	2.4	-23.4	-0.9	2.9	-7.7	4.5	-14.2	8.9
CC(C)(C)NC(=O)C(c1ccco1)N(Cc1ccc2c(c1)OCO2)C(=O)c1snc(C(N)=O)c1N (stereo not given)	10.8	5.2	1.0	1.3	4.2	-9.9	3.0	4.9	-0.8	-6.3	4.9
NNC(=O)CCc1ccc(S(=O)(=O)N2CCOCC2)cc1	-14.1	0.1	/	10.1	11.8	2.1	8.9	-0.9	-9.7	/	-1.5
CCN(C(=O)CN1C(=O)S/C(=C\C=C\c2ccccc2)C1=O)C1CCS(=O)(=O)C1 (stereo not given)	-1.3	-4.8	14.1	-13.7	-0.1	-8.7	-1.3	56.4*	-22.1	0.2	-7.5
Cc1cccc(CCNC(=O)Cn2ncc3c([nH]c4ccc(C)cc43)c2=O)c1	-15.4	2.2	-0.8	24.3	10.9	-20.5	7.9	4.4	-2.0	2.5	-7.5
CCOc1ccc(NC(=O)C(=O)N/N=C\c2ccc(CNS(=O)(=O)c3ccccc3)o2)cc1	-96.5	-0.9	-3.4	-16.9	12.7	-3.1	-4.1	0.6	2.1	-45.1	-2.3
COc1ccc(Cl)cc1NC(=O)Nn1cnnc1	-1.1	4.2	-10.8	-0.5	7.2	-3.1	0.1	1.5	-3.1	-7.1	1.2
CCOC(=O)c1[nH]c(C)c(C(=O)OCC(=O)N2CC(=O)Nc3ccccc32)c1C	5.1	2.6	-3.1	5.7	-23.3	-18.0	-6.3	8.5	6.7	-18.9	-11.7
CCC(CO)Oc1cc(NCc2cccc(F)c2)c2ncn(C(C)C)c2c1 (stereo not given)	8.4	-2.3	16.6	-9.3	7.5	-7.8	8.3	1.6	9.2	-17.2	0.2
O=C1NC[C@H](CCCCN2CCN(CCc3ccccc3)C(=O)C2=O)N(CC2CCCCC2)C1=O	-2.5	-7.1	9.4	/	-11.6	11.7	-4.4	0.8	/	-0.5	/
COc1ccc(O)c(-c2c(-c3ccc(Cl)cc3)n[nH]c2C)c1	20.4	-1.2	1.4	4.8	1.3	3.9	7.2	-4.5	-3.8	2.3	10.5
Cc1cccc(C)c1NC(=O)CS(=O)CC(=O)Nc1ccc(F)cc1F (stereo not given)	-11.6	3.4	8.0	10.1	-4.8	-15.0	6.3	3.2	-10.0	8.8	-3.6
O=C(Nc1ccc(N2CCOCC2)cc1)C1CCN(S(=O)(=O)Cc2ccccc2)CC1	-11.4	-2.5	-10.0	6.7	2.5	3.0	-1.2	4.4	-0.7	0.7	-4.8
CCn1c(CSc2ncccn2)nnc1SCC(=O)N1CCc2ccccc21	-6.9	-0.7	6.3	19.3	-8.1	-0.4	2.8	2.2	-15.8	22.1	-1.1
CCC1(C(=O)c2ccc(Cl)cc2)C2c3ccccc3OC(=O)C21C(=O)Nc1ccccc1 (stereo not given)	7.8	3.4	0.5	0.3	10.1	16.7	1.9	5.8	4.0	-13.2	0.9
CCC(C)c1ccccc1N1CC(C(=O)Nc2cccc(S(=O)(=O)N3CCOCC3)c2)CC1=O (stereo not given)	5.2	2.1	1.3	-12.1	-4.4	-9.0	6.0	-4.0	3.5	14.9	-6.9
FC(F)(F)Oc1ccccc1C(c1nnnn1C1CCCCC1)N1CCN(C/C=C/c2ccccc2)CC1 (stereo not given)	24.4	16.9	17.5	12.6	5.5	0.5	5.8	8.8	1.4	-14.0	/
CN(C)c1cc[nH]c(=O)c1C#N	-1.8	-1.7	7.4	0.1	-11.1	4.0	-10.2	-1.0	2.5	-26.1	-7.9
O=C(N/C(=C\c1ccccc1Cl)C(=O)N1CCOCC1)c1ccc([N+](=O)[O-])cc1	9.3	3.3	6.8	10.4	-2.1	-1.8	12.9	3.1	6.7	12.2	-15.7
Cc1ccc(SCC(=O)Nc2cc(C)on2)cc1	5.4	3.3	-5.9	-1.2	-19.6	-10.8	-13.0	-2.0	-8.0	10.1	8.8
O=c1oc(-c2ccc([N+](=O)[O-])cc2)nc2ccc(O)cc12	1.9	-1.7	-3.9	17.3	13.8	-0.9	9.8	0.3	-25.3	3.0	2.0
O=C(NC(=S)N1CCOCC1)c1ccc([N+](=O)[O-])cc1	11.3	-1.7	4.6	8.0	19.3	0.9	5.2	-1.3	-10.0	5.6	1.7
N#CCSc1nnc(-c2ccc3c(c2)OCO3)o1	-24.4	-2.9	1.0	-13.4	-13.2	-5.0	-19.2	-2.5	-27.1	-22.4	13.0
CCC1CCC/C1=N\NC(=O)c1ccccc1C (stereo not given)	2.7	-1.6	-13.7	-14.2	1.4	-16.7	-24.1	3.3	-10.2	-1.9	-1.6
Cc1ccc(-c2cc[n+](Cc3ccccc3)cc2)cc1	7.9	-1.8	36.3	27.1	13.4	1.6	13.0	5.5	4.6	16.6	5.3
O=C1N(Nc2ccccc2)C(c2ccc(Br)cc2)C12CCCCC2 (stereo not given)	0.5	-1.9	-5.8	-4.4	15.4	-11.6	-7.1	-5.2	4.3	-13.9	-15.2
CC1(C)CC(=O)c2c(O)cc(OCC(=O)Nc3ccc(CCO)cc3)cc2O1	21.1	-4.5	11.4	8.9	-15.1	-1.1	13.3	5.5	13.0	-20.6	4.9
Cc1coc2c(C)c3oc(=O)c(CCC(=O)N[C@H](C(=O)O)C(C)C)c(C)c3cc12	-15.8	-2.5	-12.9	-9.3	6.8	3.6	-2.5	6.0	-0.1	2.5	6.6
Cc1ccc(NC(=O)CSc2ccc(-c3ccccn3)nn2)cc1	-9.7	1.3	8.7	9.0	-10.4	-7.3	-7.8	-3.6	-10.6	-2.2	7.8
CCCNC(=O)CN(C)CC(=O)Nc1ccccc1C#N	3.5	0.0	7.9	-8.5	-11.0	7.7	14.4	-0.3	-13.5	3.2	1.0
O=C(Nc1ccc(-c2cscn2)cc1)C1CCCN(Cc2ccc(CO)o2)C1 (stereo not given)	1.5	-1.3	-10.0	-8.8	1.3	-7.4	-7.6	-4.9	8.0	-8.8	-9.2
COc1cc(Cl)ccc1OCc1cc(C(=O)N2CCN(C)C(=O)[C@@H]2C)no1	-5.1	-7.4	-46.0	-68.5	-64.2	-2.9	-75.7	6.3	-63.9	-63.4	-0.6
Cc1ccc(S(=O)(=O)c2nc(C)c3c(n2)CCC3)cc1	-8.2	-3.1	13.3	-2.8	-14.1	-8.0	-9.1	-1.2	-8.0	-8.5	-4.5
COc1cc([N+](=O)[O-])c(C)cc1NC(=O)c1ccc(OC)c(OC)c1	-10.1	-0.9	-23.9	6.7	15.0	-5.2	3.2	-0.1	-4.3	-30.5	0.8
CCCCNC(=O)C1(C)CCC(=O)N1C1CC1 (stereo not given)	-11.7	-2.0	0.2	3.2	-7.3	1.8	2.2	4.5	-2.2	10.1	/
Nc1ccc(Oc2ccccc2F)nc1	-11.4	-8.3	-7.2	7.0	-3.2	-7.5	16.3	-4.1	-12.0	-1.0	-1.9
COc1ccc(C2(C(=O)N3CCOCC3)CCCC2)cc1	5.6	-3.7	0.8	-2.6	-11.7	-7.1	-24.1	9.1	-8.7	-2.4	3.4
CC(=O)NC12CC3CC(CC(CC(=O)O)(C3)C1)C2	7.4	-4.7	1.1	13.5	13.5	-9.2	12.4	-4.5	8.0	-15.6	-11.7
O=C(Cn1ncc2c3ccccc3n(Cc3ccccc3F)c2c1=O)NCCN1CCOCC1	4.4	12.8	11.1	4.2	-8.7	2.0	-11.9	4.1	-25.9	-8.9	3.8
Cc1ccc(NC(=O)c2ccc3c(c2)CCN3S(C)(=O)=O)cc1C	-19.4	0.1	-52.6	-100.4	-95.4	-3.0	-57.0	8.2	-18.1	-70.2	8.1
CC(C)Cc1c(O)nc(SCCN2CCOCC2)[nH]c1=O	-12.6	2.7	-5.6	15.8	-0.3	0.0	-17.9	-2.1	-14.3	1.8	-13.7
O=c1sc2ccccc2n1COc1ccccc1	-10.3	2.4	-0.3	10.2	-34.3	3.3	-24.8	5.2	-18.5	0.8	-6.9
N#C/C(=C\c1ccc(OCC(N)=O)cc1)C(=O)NC1CC1	-6.6	3.1	8.1	11.9	0.9	-4.7	-23.2	1.9	-42.0	-15.2	-8.7
O=C(O)CN1C(=O)SC(Nc2ccc(Cl)cc2)C1=O (stereo not given)	-27.5	-1.4	12.5	9.1	11.8	-10.6	-6.4	1.2	-16.0	9.5	-0.5
COc1ccc(CNC(=O)COC(=O)c2ccc(S(=O)(=O)N3CCCCC3)cc2)cc1	1.3	-1.9	13.7	2.9	1.4	-4.1	1.2	-2.8	2.8	-6.7	-4.9
O=C(O)CN=C1CC(c2ccccc2)CC(=O)/C1=C(/O)CCCN1C(=O)c2ccccc2C1=O (stereo not given)	-19.6	-1.1	1.6	12.5	1.4	-2.7	3.4	-0.1	-11.8	2.9	/
CCCC(=O)N1CCN(c2ccc(NC(=O)C(C)(C)C)cc2Cl)CC1	-2.0	0.6	-16.4	11.0	8.1	-5.8	5.0	-1.4	1.1	-4.1	-8.7
CCOc1ncnc2c1oc1nc(CC(C)C)c3c(c12)CC(C)(C)OC3	2.2	0.5	-5.3	4.2	-12.7	-0.2	-15.7	-2.4	-3.6	-18.4	-3.2

Record cards, as listed above.
CCOC(=O)c1[nH]c(C)c(C(=O)OCC(=O)N2CC(=O)Nc3ccccc32)c1C in the list: TWEAK Fn14 block = 5.1; Granule exo inh = 2.6; NR2F2 inh = -3.1; SRC3 inh = 5.7; LRH-1 inv ag = -23.3; NOD2 RIPK2 PPI = -18.0; TROY signal inh = -6.3; ABHD5 PLIN5 PPI = 8.5; NCOA1 inh = 6.7; NCOA2 inhibitor = -18.9; TLR9-MyD88 block = -11.7
N#C/C(=C\c1ccc(OCC(N)=O)cc1)C(=O)NC1CC1 in the list: TWEAK Fn14 block = -6.6; Granule exo inh = 3.1; NR2F2 inh = 8.1; SRC3 inh = 11.9; LRH-1 inv ag = 0.9; NOD2 RIPK2 PPI = -4.7; TROY signal inh = -23.2; ABHD5 PLIN5 PPI = 1.9; NCOA1 inh = -42.0; NCOA2 inhibitor = -15.2; TLR9-MyD88 block = -8.7

These rows are one share of the data; count on the stated rates, not on these rows.
